# Glyco luc inh: increase of ERlucT glycosylation luciferase signal, primary screen, N-linked glycosylation inhibitor project, D54 ERlucT cells, luminescence, set 2; reporter increase, % at 12.5 µM; D54 ERlucT glycosylation luciferase reporter, 24 h; percent of 100 nM tunicamycin response; AID 588692, 2011; 360,000 tested, 0.23% active;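 active means mean luciferase reporter signal, scaled so untreated is 0 and the glycosylation-blocking control 100, at or above a set limit in every replicate; inconclusive means mean reaches the limit but not every replicate does; inactive means mean below the limit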;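 further: luciferase carries N-glycosylation sites so blocking glycosylation raises the light; 0% = median of neutral control wells and 100% = median of 100 nM tunicamycin wells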
# PDI turbidity: inhibitors of human PDI, primary screen, biochemical, turbidity, single point, plate reader | Protein disulfide-isomerase (Homo sapiens), P07237 | PDI insulin aggregation turbidity, A650, 90 min | inhibition, % at 10 µM | 350,000 tested, 0.052% active | AID 588391, 2011;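 active means mean inhibition across replicates of 30% or more, whatever share of single replicates reach that level; inconclusive means mean inhibition below 30% while every single replicate reaches 30%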;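 further: absorbance from insulin aggregation driven by PDI reduction with DTT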
# Target sequence (P07237 whole entry, looked up): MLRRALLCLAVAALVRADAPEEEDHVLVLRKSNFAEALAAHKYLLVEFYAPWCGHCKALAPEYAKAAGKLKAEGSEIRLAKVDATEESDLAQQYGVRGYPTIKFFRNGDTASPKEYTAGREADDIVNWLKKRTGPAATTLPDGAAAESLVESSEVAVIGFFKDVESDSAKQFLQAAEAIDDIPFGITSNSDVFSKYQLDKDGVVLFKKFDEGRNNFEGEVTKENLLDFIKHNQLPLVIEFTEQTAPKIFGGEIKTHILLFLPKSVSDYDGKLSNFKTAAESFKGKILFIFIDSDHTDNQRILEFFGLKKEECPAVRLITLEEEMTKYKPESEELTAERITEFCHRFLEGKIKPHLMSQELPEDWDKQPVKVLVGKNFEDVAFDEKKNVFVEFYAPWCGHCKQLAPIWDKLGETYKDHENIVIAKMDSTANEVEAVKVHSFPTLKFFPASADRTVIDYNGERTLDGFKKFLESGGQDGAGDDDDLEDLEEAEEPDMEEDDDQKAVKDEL
# HTR2A ag: mouse Htr2a agonists via beta-arrestin recruitment, primary screen, cell-based, luminescence. activation, % at 7.6 µM. 5-hydroxytryptamine receptor 2A (Mus musculus), P35363. CHO-K1 mHTR2A beta-arrestin complementation; percent of 30 µM serotonin response. 360,000 tested, 0.66% active;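 active means activation above a run cutoff, the mean activation of all tested compounds plus 3 SD, cut at about 14% in these data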;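 further: 0% = plate median of compound wells and 100% = 30 µM serotonin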
# Target sequence (P35363 whole entry, looked up): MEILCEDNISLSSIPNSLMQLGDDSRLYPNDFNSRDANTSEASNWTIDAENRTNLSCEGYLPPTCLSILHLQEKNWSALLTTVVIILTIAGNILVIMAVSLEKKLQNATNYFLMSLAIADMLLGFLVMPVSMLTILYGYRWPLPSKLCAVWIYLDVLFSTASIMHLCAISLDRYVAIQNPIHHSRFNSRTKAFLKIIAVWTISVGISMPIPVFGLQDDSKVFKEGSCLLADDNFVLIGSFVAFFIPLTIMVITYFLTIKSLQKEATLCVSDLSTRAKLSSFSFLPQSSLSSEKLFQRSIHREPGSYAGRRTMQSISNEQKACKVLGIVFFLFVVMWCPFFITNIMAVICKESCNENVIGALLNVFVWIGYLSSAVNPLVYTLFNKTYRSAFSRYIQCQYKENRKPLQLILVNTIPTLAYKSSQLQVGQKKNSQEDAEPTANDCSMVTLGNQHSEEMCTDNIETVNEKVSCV
# aDG glyco act: activators of alpha-DG glycosylation, primary screen, uHTS, Pro5-aDG cells, AlphaScreen. alpha-DG glycosylation AlphaScreen (IIH6); 0% Pro5, 100% B10-LARGE cell signal. activation, % at 10 µM. 360,000 tested, 0.22% active;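 active means activation of at least 8% versus controls, or a plate z-score of at least 8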;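 further: Pro5 are CHO cells carrying HIG-tagged alpha-DG that lacks glycosylation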
# H9c2 protect: cardioprotection against H2O2-induced cell death, primary screen, uHTS, H9c2 cells, ATPLite luminescence; 360,000 tested, 0.63% active; H9c2 cardiomyocytes, H2O2 injury protection, 2 h; AID 588492, 2011; protection from H2O2 cell death, % at 20 µM;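 active means compounds giving at least 50% protection of heart cells from peroxide-induced death in the single-dose screen, raw or plate-pattern-corrected value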;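 further: 0% = DMSO wells with peroxide and 100% = DMSO wells without peroxide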
# ABCB6 inh MLPCN: ABCB6 transporter inhibitors, primary screen, K562-ABCB6 cells, flow cytometry, MLPCN library; ATP-binding cassette sub-family B member 6 (Homo sapiens), Q9NP58; fluorescence ratio to DMSO, % at 10 µM; K562-ABCB6 porphyrin accumulation, 1 h; active compounds read low; 360,000 tested, 0.19% active; AID 602162, 2011;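 active means fluorescence ratio to DMSO below 75%, the collection mean minus 3 SD; inconclusive means too few cells collected in the well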;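 further: signal is porphyrin accumulated inside mitochondria; 100% equals median channel fluorescence of DMSO control wells; lower ratio means ABCB6 inhibition with less porphyrin fluorescence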
# Vif imaging: HIV Vif self-association inhibitors, primary screen, imaging, HEK293T, single point; HEK293T cells, Vif self-association by quenched fluorescence, 24 h; inhibition, % at 7.49 µM; 340,000 tested, 0.35% active; AID 602346, 2012; in the data active means inhibition above about 50%, passing the limit was not always enough; inconclusive means no clear call, values can overlap the other calls; inactive means below about 31%; further: some results filed as inactive read as strong as hits
# CaV13 FRET inh: Primary screen for inhibitors of IQ motif and Ca2+-dependent inactivation inhibitor domain binding in CACNA1D, Förster resonance energy transfer in living cells, …; HEK cells, CFP/YFP FRET ICDI-IQ, plate reader, 10 min; percent FRET-ratio fall versus neutral wells; inhibition, % at 12.3 µM; 340,000 tested, 0.098% active;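 active means mean replicate inhibition of at least 30% and at least 1% of replicates passing that level; inconclusive means only one of the two criteria is met; inactive means neither criterion is met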;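 further: 0% = median of the neutral control wells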
# MC4R antag cAMP: MC4R antagonists of cAMP signaling, primary screen, cell-based, TR-FRET, antagonist arm of biased-ligand search; Melanocortin receptor 4 (Homo sapiens), P32245; MC4R-expressing cells, MTII-stimulated cAMP, LANCE TR-FRET; inhibition, % at 6.5 µM; 360,000 tested, 0.48% active;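 active means inhibition above its plate's cutoff, the mean of tested wells on that plate plus 3 SD, cut at about 29% in these data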;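 further: 0% = Melanotan II alone and 100% = Melanotan II plus saturating MCL0020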
#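 system = U2OS cells with stable human MC4R expression | also added = Melanotan II challenge after compound preincubation | dosing = one concentration, 6.5 µM nominal | incubation = compound 30 min, challenge 1 h, detection 1 h | measured by = TR-FRET with Eu-cAMP and labeled anti-cAMP, 671 nm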
# MC4R ag barr: MC4R agonists recruiting beta-arrestin, primary screen, cell-based, luminescence, agonist arm of biased-ligand search; U2OS MC4R beta-arrestin complementation; percent of melanotan II response, DMSO zero; activation, % at 8.9 µM; 360,000 tested, 0.98% active; AID 540308, 2011;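 active means activation above a per-plate cutoff, the mean activation of sample wells on that plate plus 3 SD, cut at about 8% in these data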
# The depositor's hits bear a star; u = inconclusive; x = no result given.
SMILES,Glyco luc inh,PDI turbidity,HTR2A ag,aDG glyco act,H9c2 protect,ABCB6 inh MLPCN,Vif imaging,CaV13 FRET inh,MC4R antag cAMP,MC4R ag barr
O=C(Nc1ccccn1)c1cccc(S(=O)(=O)N2CCCC2)c1,2,-3,3,0.0,5,96,-8,-6,2,-2.7
CCOC(=O)CC1C(=O)NCCN1Cc1cccs1 (configuration not stated),1,-7,0,-0.2,2,105,-9,-17,13,0.6
COc1ccccc1N1CCN(C(=O)COc2cc(C)ccc2C)CC1,-2,-2,0,0.1,1,91,2,-19,-3,0.5
Cc1cc(C(F)(F)F)nn1C(=O)c1cccnc1Cl,0,-12,4,0.0,-2,108,-19,-5,1,0.1
CC(=O)NCCNc1nc2cc(-c3cc(F)ccc3C)sc2c(=O)n1C,0,-4,1,0.5,-4,95,x,-6,-7,-0.1
C[C@@H]1O[C@@H](OC[C@H]2O[C@@H](Oc3c(-c4ccc(O)c(O)c4)oc4cc(O)cc(O)c4c3=O)[C@H](O)[C@@H](O)[C@@H]2O)[C@H](O)[C@H](O)[C@H]1O,0,58*,-2,0.0,-6,97,-2,-6,-8,-0.6
COc1ccc(CNC(=O)COc2cc3c(c4oc(=O)cc(C)c24)CCC(C)(C)O3)cc1,2,x,-1,0.1,19,95,27,x,6,-0.9
CC(=O)N(C)c1ccc(NC(=O)C(Sc2ccccc2)c2ccccc2)cc1 (configuration not stated),2,13,0,-0.2,7,104,-3,-5,18,-1.4
CCC(C(=O)Nc1ccccc1)c1ccccc1 (configuration not stated),3,-9,-4,-0.2,-2,102,5,-3,3,-1.4
COc1ccc(Cl)cc1Nc1nc2ccc(C)cc2n2cnnc12,10,-1,2,0.0,16,89,x,-4,-11,3.3
Cc1ccc(N(CC2CO2)S(=O)(=O)c2ccc([N+](=O)[O-])cc2)cc1 (configuration not stated),0,2,-4,0.1,-8,88,11,-5,2,-1.3
Nc1ccn([C@@H]2O[C@H](COS(=O)(=O)O)[C@@H](O)[C@H]2O)c(=O)n1,3,1,1,0.4,0,97,-2,-10,-2,-0.8
Cc1ccccc1NC(=O)C(c1ccccc1)C1CCCC1 (configuration not stated),4,8,-2,1.1,0,99,-2,1,-2,2.4
O=Cc1ccc(OCCCOc2cccc3cccnc23)cc1,-1,-1,-3,0.0,5,99,-7,-2,1,-0.5
Cc1ccc(S(=O)(=O)CCC(=O)OCC(=O)c2ccc(C)c(C)c2)cc1,1,-6,-6,-0.4,1,92,-3,-2,1,-0.2
COC(=O)Cc1cc(=O)n2[nH]c(C)nc2n1,4,0,2,0.2,5,100,5,-4,0,-1.1
CCOc1ccc(N=Nc2c(=O)[nH]n3c(=O)cc(C)[nH]c23)cc1,-3,4,-5,-0.1,-9,107,1,x,-26,-4.0
COc1ccc(CN2CCN(Cc3ccco3)CC2)cc1,2,-5,-1,0.2,2,92,-5,-3,19,-1.9
O=C1CSC(c2cccc([N+](=O)[O-])c2)N1CCN1CCCCC1 (configuration not stated),2,18,0,-0.1,3,98,4,-18,0,-1.9
CCOC(=O)C1CCCN(c2c(N3CCN(c4ccccn4)CC3)c(=O)c2=O)C1 (configuration not stated),-1,2,9,0.0,0,94,9,16,-2,1.3
COC(=O)Cc1c(C)nc2nc(-c3ccc(C)cc3)[nH]n2c1=O,-1,-9,-2,-0.1,-17,97,-9,x,-3,-1.5
Cc1ccc(NC(=O)C2CCN(C(=O)OC(C)(C)C)CC2)cc1S(=O)(=O)N1CCCCC1,-2,-3,3,-0.1,-7,99,-14,-2,2,-0.2
CCOC(=O)Cn1c(O)c(N=NC(=O)CNC(=O)Cc2ccccc2)c2ccccc21,0,0,2,-0.1,7,99,-6,-13,12,-1.5
CCCCC(=O)Nc1c2c(nn1-c1ccc([N+](=O)[O-])cc1)CS(=O)(=O)C2,-2,10,-4,0.0,2,98,6,-5,10,0.9
CCOC(=O)c1ccc(NC(=O)Cn2c(C)nc3c(sc(=S)n3CC)c2=O)cc1,-3,1,-1,3.1,-10,91,-7,-3,11,-0.7
CCNC(=S)N(CCc1c(C)[nH]c2ccc(C)cc12)Cc1ccco1,-2,16,-5,0.2,7,98,-13,-6,3,0.8
Cc1ccc(N2CC(C(=O)N3CCC(C(=O)Nc4cccc(Br)c4)CC3)CC2=O)cc1 (configuration not stated),3,7,-1,0.4,2,91,-5,-7,-1,0.3
C/C(CC(=O)Nc1ccc(N(C)C)cc1)=N\NC(=O)c1cnccn1,5,-4,-1,0.2,12,101,-1,-17,-8,2.5
Cc1cc(NC(=O)CCC(=O)N(c2ccccc2)C(C(=O)NCC2CCCO2)c2cccnc2)no1 (configuration not stated),0,-6,1,-0.1,7,91,4,-4,9,1.4
CCCCn1c(N)c(N(C(=O)CSc2nncn2-c2ccccc2)C2CCCC2)c(=O)[nH]c1=O,0,16,-1,0.2,6,96,u,-5,1,1.6
ClC(=C\c1ccccc1)/C=N/N1CCN(c2ccccn2)CC1,2,3,-4,-0.1,3,88,-7,x,1,0.1
O=C(C[n+]1cc(Br)cc(Br)c1)c1ccc(-c2ccccc2)cc1,0,14,-9,-0.1,-6,101,-4,-19,7,0.1
Cc1ccccc1N=Cc1cc2c(cc1[N+](=O)[O-])OCO2,1,0,-3,0.0,62*,94,-15,-5,-8,-2.3
COc1ccccc1C(=O)N(Cc1ccc(Cl)cc1)C1CCS(=O)(=O)C1 (configuration not stated),2,-5,-2,0.1,5,96,2,1,7,-2.1
Cc1sc2ncnc(N3CCN(S(=O)(=O)c4ccc(F)cc4)CC3)c2c1C,-3,-1,-3,0.9,-10,107,-4,-2,10,-1.1
CCOC(=O)N1C2CCC(C2)N1C(=O)OCC,2,21,1,-0.2,3,95,2,-5,7,-0.1
COc1ccccc1CNC(=O)c1ccc(C)s1,2,5,-3,-0.3,0,98,1,-2,2,-1.5
CC(C)CNS(=O)(=O)c1ccc(OCC(=O)Nc2ccc3c(c2)OCO3)c(Cl)c1,3,1,-2,0.3,-10,84,-7,-6,9,6.9
CC(=O)CC(=O)NC1C2CC3CC(C2)CC1C3 (configuration not stated),1,-9,0,0.9,8,106,u,-4,-1,-0.9
CC(=O)Oc1ccc(/C=N\NC(=O)c2cc3c(ccc4ccccc43)o2)cc1,1,-2,-11,0.1,1,100,0,-6,10,-0.1

# Among those listed so far, two have an aryl thioether with sulfur outside any ring:
SMILES,Glyco luc inh,PDI turbidity,HTR2A ag,aDG glyco act,H9c2 protect,ABCB6 inh MLPCN,Vif imaging,CaV13 FRET inh,MC4R antag cAMP,MC4R ag barr
CC(=O)N(C)c1ccc(NC(=O)C(Sc2ccccc2)c2ccccc2)cc1 (configuration not stated),2,13,0,-0.2,7,104,-3,-5,18,-1.4
CCCCn1c(N)c(N(C(=O)CSc2nncn2-c2ccccc2)C2CCCC2)c(=O)[nH]c1=O,0,16,-1,0.2,6,96,u,-5,1,1.6

# Remaining list, next part.
SMILES,Glyco luc inh,PDI turbidity,HTR2A ag,aDG glyco act,H9c2 protect,ABCB6 inh MLPCN,Vif imaging,CaV13 FRET inh,MC4R antag cAMP,MC4R ag barr
COc1ccccc1C(=O)NCC(=O)NNC(=O)c1cccs1,1,-9,-3,-0.3,5,100,2,-6,7,-1.1
O=C(Nc1ccc(C(=O)N2CCCC(CO)C2)cc1)c1ccc(Br)o1 (configuration not stated),-1,3,-1,-0.1,3,95,-4,-9,2,-0.8
COc1ccc(-n2c(Cc3cc(=O)[nH]c(=O)[nH]3)nnc2SCC(=O)Nc2cc(C(F)(F)F)ccc2Cl)cc1,1,8,-2,0.0,-4,98,31,-5,1,-3.9
COc1ccc(C(=O)C2CCCN(S(=O)(=O)C(C)C)C2)c(C)c1 (configuration not stated),-3,0,8,0.3,-7,91,x,-6,-4,-2.0
O=[N+]([O-])c1ccc(N2CCN(c3ccc(F)cc3)CC2)cn1,3,-6,-1,0.2,-4,96,5,-4,-3,-2.5
O=C(CCNS(=O)(=O)c1cccc2nonc12)Nc1ccc(Cl)cc1,-1,16,4,0.1,-1,94,6,-2,13,0.2
CCn1c(SCC(=O)NC(C)C)nnc1-c1cccs1,0,8,2,0.1,12,98,5,-5,4,-0.6
Cc1c(C2CC(=O)N(c3ccccc3)C2=O)[nH]n(-c2ccccc2)c1=O (configuration not stated),2,-3,-3,0.0,8,100,x,x,4,-1.1
COc1cccc(/C=C2\SC(=O)N(CCC(=O)N3CCCCC3CCO)C2=O)c1 (configuration not stated),0,2,0,-0.2,-2,96,-2,-4,6,0.1
O=C(C1=C(O)C(=O)N(CCc2ccccc2)C1c1cccnc1)c1ccco1 (configuration not stated),-1,4,3,0.1,-9,84,-3,-7,1,-1.2
Oc1[nH]c2ccccc2c1C=Nc1ccc2c(c1)OCO2,-8,-4,-2,-0.4,9,97,x,-6,0,0.8
CCN(CC)C(C)C(=O)Nc1c2c(cc3c1CCC3)CCC2 (configuration not stated),-2,19,0,-0.2,4,110,-3,-6,3,-1.0
Cc1ccc(C)c(Cn2c3ccccc3c3cnn(CC(=O)NCCCN4CCCCC4)c(=O)c32)c1,-8,5,0,1.6,-5,101,-4,-7,2,-2.6
C=CCSc1[nH]c(=O)cc(C)c1C(N)=O,0,7,-1,0.0,-1,96,-4,-6,6,-1.8
O=C(CSc1nnc(-c2cccnc2)s1)Nc1cccc(C(=O)O)c1,1,-1,2,0.1,4,99,1,-5,4,0.8
O=C(CCc1nc(-c2ccc(F)cc2)no1)Nc1cccc(C(=O)NC2CC2)c1,-1,5,-2,0.1,0,96,9,-6,8,0.2
COc1ccc(NS(=O)(=O)c2ccc3c(c2)[C@H]2C=CC[C@H]2[C@@H](c2ccc(C(=O)O)cc2)N3)cc1,2,19,-2,0.1,-2,99,23,-19,1,-1.7
O=C(CN1CCCC1)NC(c1ccccc1)c1ccccc1,-1,7,4,0.0,3,104,2,-19,18,-1.2
O=C(CCSCCc1ccccn1)Nc1nccs1,1,4,4,-0.1,-4,101,-7,-7,22,1.6
O=C(CN1CCOCC1)Nc1ccc(F)cc1,1,13,5,0.0,4,94,-8,-19,8,0.1
COc1cc(NC(=O)CN(C)S(=O)(=O)c2cccs2)cc(OC)c1,3,-1,1,-0.2,2,104,6,-7,2,-2.1
